Shiga inhibitor = blocks Shiga toxin action in Vero cells; 290,000 tested, 9.2% active; inhibition, % at 38.7 µM; Vero cells, Shiga toxin protein synthesis inhibition reporter; in the data active = inhibition mostly above about 28%, no sharp cut-off; inactive = mostly below about 43%; also: 0% is about no effect
LmPK inhibitor = inhibitors of Leishmania mexicana pyruvate kinase; Q27686; AID 1721; Potency, µM (top dose mostly 57.5 µM), inactives show at the highest dose activity change, negative = inhibition, most hits filed as inhibitors; 290,000 tested, 0.37% active; purified LmPK, Kinase-Glo ATP luminescence, 1 h; also: potency is read from the fitted curve at half-maximal effect; % is scaled to controls: 0 for no effect and ±100 for the full control effect
Target sequence (Q27686 whole entry, looked up): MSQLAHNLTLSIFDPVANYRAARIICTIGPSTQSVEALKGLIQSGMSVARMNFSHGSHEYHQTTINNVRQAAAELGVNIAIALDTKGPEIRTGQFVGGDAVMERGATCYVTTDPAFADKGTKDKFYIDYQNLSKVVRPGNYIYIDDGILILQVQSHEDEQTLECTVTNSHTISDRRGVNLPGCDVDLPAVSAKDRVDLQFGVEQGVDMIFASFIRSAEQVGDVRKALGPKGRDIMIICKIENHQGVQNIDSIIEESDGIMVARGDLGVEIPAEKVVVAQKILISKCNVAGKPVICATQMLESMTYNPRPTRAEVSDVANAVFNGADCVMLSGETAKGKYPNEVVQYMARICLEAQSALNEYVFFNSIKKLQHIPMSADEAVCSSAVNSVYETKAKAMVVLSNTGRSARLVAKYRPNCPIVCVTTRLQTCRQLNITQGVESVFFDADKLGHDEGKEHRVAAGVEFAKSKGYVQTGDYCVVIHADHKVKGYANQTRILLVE
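In 50 mM imidazole pH 7.2 with 7 mM MgCl2, LmPK (0.1 nM) turned over PEP (0.5 mM) and ADP (0.1 mM) for 1 h at room temperature. Luciferase read-out of ATP.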
Pf growth 96h = inhibits malaria parasite growth, 96 h; 320,000 tested, 6.9% active; P. falciparum luciferase reporter growth, 96 h; AID 504834; Potency, µM (highest dose often 28.7 µM), for inactives: at the top dose activity change, negative = inhibition, most hits filed as inhibitors; also: potency is read from the fitted curve at half-maximal effect; % is scaled to controls: 0 for no effect and ±100 for the full control effect
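P. falciparum expressing integrated firefly luciferase grown in erythrocytes (2% hematocrit, 0.05% parasitemia final) with compounds for 96 hours at 37 C, 5% CO2. Growth inhibition read as loss of luminescence after adding luciferase detection reagent.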
Pf growth 48h = P. falciparum growth inhibition at 48 hours (one generation); P. falciparum luciferase growth in erythrocytes, 48 h; Potency, µM (highest dose often 28.7 µM), for the others: at the highest dose activity change, negative = inhibition, hits mostly inhibitors; 310,000 tested, 5.9% active; also: potency is read from the fitted curve at half-maximal effect; % is scaled to controls: 0 for no effect and ±100 for the full control effect
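In quantitative HTS format, infected erythrocytes bearing luciferase-reporter parasites were treated for a single generation at 37 C. Luminescence after adding detection reagent served as the growth measure.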
TbPYK inhibitor = blocks Trypanosoma brucei pyruvate kinase. TbPYK enzyme, Kinase-Glo Plus ATP luminescence, 45 min. AID 624173. 410,000 tested, 0.12% active. Potency, µM (highest dose often 76.8 µM), for inactives: top-dose activity, negative = inhibition, most hits filed as inhibitors. Q57TT1; also: potency is read from the fitted curve at half-maximal effect; % is scaled to controls: 0 for no effect and ±100 for the full control effect; nearly all actives have a fitted effect of over 50% in size
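T. brucei PYK with substrate was exposed to pin-transferred compounds across a concentration series, then started with 130 uM ADP (final). After 45 min at room temperature, Kinase-Glo Plus luminescence was read, normalized and curve-fitted.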
HCV inh = blocks hepatitis C virus; Potency, µM (titrated, usually from 41.8 µM), inactives show at the top dose activity change, negative = inhibition, hits mostly inhibitors; 340,000 tested, 3.4% active; Huh7.5.1 HCVcc-Cre infection, luciferase reporter, 44 h; also: potency is read from the fitted curve at half-maximal effect; % is scaled to controls: 0 for no effect and ±100 for the full control effect
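Infectious HCVcc-Cre (~0.5 moi) was added to cells just after compound, with cells seeded 4 h earlier at 1,000 per well. Luciferase activity after 44 h culture reported infection; substrate was incubated 15 min at room temperature before reading.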
Cycloheximide cs = counter-screen for Shiga toxin inhibitors: cycloheximide protein synthesis inhibition; cell reporter, cycloheximide protein synthesis inhibition counterscreen; AID 2314; 300,000 tested, 12% active; max response, %; in the data active = max response mostly above about 13%, no sharp cut-off; inactive = mostly below about 14%; also: read at 38.3 µM for the half of the compounds with a filed dose; 0% is about no effect
* hit, by the source's call; ? = inconclusive; . = no result given; [ ] = dose if it differs, or a comment. Unless noted, calls follow the shape of the dose curve; as a rule, active = well fitted curve in the direction sought with a large enough effect; inconclusive = small, poorly fitted or top-dose-only effect, or another doubt; inactive = no such curve, though single readings can be large; an effect the other way counts as inactive or inconclusive. Not a hit list; any-hit rate near 24%.

SMILES	Shiga inhibitor	LmPK inhibitor	Pf growth 96h	Pf growth 48h	TbPYK inhibitor	HCV inh	Cycloheximide cs
N#Cc1ccc(Cl)cc1NC(=O)CNc1cccc(S(=O)(=O)N2CCCC2)c1	.	.	-7%	?	1%	?	.
CCCCOc1ccc(C(=O)Nc2ccc(S(=O)(=O)Nc3onc(C)c3C)cc2)cc1	-29	-8%	-6%	6%	.	.	-1
Cc1ccc(S(=O)(=O)NC2CC2)s1	11	-7%	?	-4%	-6%	11%	-6
CCOC(=O)c1ccc(NC(=O)c2cccc(S(=O)(=O)N3CCOCC3)c2)cc1	-1	7%	4%	6.6µM*	-8%	3.5µM*	-8
O=C(Nc1ncccn1)c1cccs1	34	7%	-6%	23%	-5%	-2%	-4
O=C(CSc1cccc[n+]1[O-])Nc1ccc2c(c1)OCO2	13	-2%	-32%[5.75 µM]	-12%	0%	9%	5
CC1(C)CC(CC(=O)Nc2ccccn2)C(=O)O1 (stereo unspecified)	-8	-4%	-9%	13%	-5%	3%	-2
CSc1nc2c(c(=O)[nH]c(=O)n2C)n1Cc1ccc(Cl)cc1	.	0%	?	15%	-27%	25µM*	-4
O=C(CSc1nc(-c2ccco2)cc(C(F)(F)F)n1)Nc1ccccc1C(F)(F)F	10	-1%	7.4µM*	18%	-9%	?	6
CCOC(=O)[C@@H]1[C@H]2COc3ccc(Br)cc3[C@@H]2N2C(=O)N(c3ccc(OC)cc3)C(=O)[C@]12C	-6	1%	3.3µM*	-2%	3%	15%	-4
CCOC(=O)N1CCN(C(=S)NC(C)(C)C)CC1	-40	0%	-18%	10%	-4%	5%	-4
CCNc1nc(OCCNS(=O)(=O)c2cc(C)ccc2C)nc(N(C)C)n1	1	-3%	-4%	-21%	-2%	-20%	-4
COc1ccc(NC(=O)Cc2nnc(SCC(=O)NC3CCCCC3)n2C)cc1	-4	1%	-2%	14%	2%	3%	-4
Cc1cc(NC(=O)CSc2nc3ccccc3c(=O)n2Cc2ccccc2)no1	11	6%	?	?	-22%	-8%	8
O=C(CN1C(=O)COc2ccccc21)Nc1ccccc1F	-8	-1%	11%	10%	3%	-8%	-4
CCc1ccc2c(CN3CCOCC3)cc(=O)oc2c1	5	-8%	1%	11%	-3%	9%	13
O=c1c2ccccc2ncn1CCCOc1ccccc1[N+](=O)[O-]	82*	-5%	26%	72%[activator]	4%	?	26*
Cc1ccc(-c2noc(-c3ccccc3C(=O)N3CCN(C)CC3)n2)cc1	60	4%	28%	11%	9%	6%	13
C=CCOc1ccc(/C=N\NC(N)=S)cc1	13	11%	-18%	?	-7%	-10%	-1
COC(=O)C1=C(c2cccc(C#N)c2)C[C@@H]2CC[C@H]1N2C(=O)NCCOc1ccccc1Cl	.	.	?	13µM*	-3%	4%	.

Another view of part of the listing above.
Below each SMILES: Shiga inhibitor, LmPK inhibitor, Pf growth 96h, Pf growth 48h, TbPYK inhibitor, HCV inh, Cycloheximide cs
- COc1ccc(NC(=O)Cc2nnc(SCC(=O)NC3CCCCC3)n2C)cc1
→ -4, 1%, -2%, 14%, 2%, 3%, -4
- Cc1cc(NC(=O)CSc2nc3ccccc3c(=O)n2Cc2ccccc2)no1
→ 11, 6%, ?, ?, -22%, -8%, 8
- O=C(CN1C(=O)COc2ccccc21)Nc1ccccc1F
→ -8, -1%, 11%, 10%, 3%, -8%, -4
- CCc1ccc2c(CN3CCOCC3)cc(=O)oc2c1
→ 5, -8%, 1%, 11%, -3%, 9%, 13
- O=c1c2ccccc2ncn1CCCOc1ccccc1[N+](=O)[O-]
→ 82*, -5%, 26%, 72%[activator], 4%, ?, 26*

(more compounds)
SMILES	Shiga inhibitor	LmPK inhibitor	Pf growth 96h	Pf growth 48h	TbPYK inhibitor	HCV inh	Cycloheximide cs
CC1(NC(=S)Nc2ccc3ccccc3c2)CCS(=O)(=O)C1 (stereo unspecified)	17	-1%	38%[activator]	22%	5%	15%	-2
CCC(C)(C)NC(=O)C1CCCN(S(=O)(=O)c2ccc3c(c2)CC(C)N3C(=O)C2CC2)C1 (stereo unspecified)	-4	1%	-9%	?	3%	?	12
O=C1c2ccccc2C(=O)N1CC(O)CNc1ccc(Br)cc1 (stereo unspecified)	-3	-1%	?	4%	-1%	0%	-3
CCOc1cc2c(cc1OCC)-n1cccc1C(c1cccc(F)c1F)NC2 (stereo unspecified)	-5	-4%	?	?	-2%	-22%	13
COc1cccc(C2=CC(=O)C[C@H](c3ccc4c(c3)OCO4)C2)c1	.	.	?	?	2%	-15%	.
O=C(CCc1nc(-c2ccccc2F)no1)NCCN1CCc2ccccc2C1	-3	6%	.	-29%	-1%	-9%	-2
NC(=O)CC[C@@H]1NC(=O)[C@H](CO)NC(=O)c2cc([N+](=O)[O-])cc(I)c2NCCCC[C@@H](C(N)=O)NC(=O)[C@H](Cc2ccc(O)cc2)NC1=O	-14	0%	-9%	-7%	-12%	3%	-4
COc1ccc(/C=N/NC(=O)c2cc(-c3ccccc3)nc3ccccc23)c(C(=O)O)c1OC	4	-4%	0%	7%	1%	-5%	-2
CC(C)(C)C1CCc2c(C(=O)NNC(=O)CCCC(=O)O)csc2C1 (stereo unspecified)	-8	6%	-20%	-2%	-1%	14%	-6
COC(=O)c1nn(-c2ccc(OC)cc2)c(=O)c2c(N)sc(C)c12	8	3%	?	?	-22%	-16%	-2
Cc1ccc(S(=O)(=O)N2CCOCC2)cc1C(=O)N1c2ccccc2Sc2ccccc21	-7	5%	.	?	-4%	10µM*	0
CC(/C=C/c1ccccc1F)=N\NC(=O)c1ccccc1	160*	-5%	0%	55%[activator]	2%	-13%	55*
Cc1ccc(Cn2c(S(=O)(=O)O)nc3ccccc32)cc1	-26	2%	0%	19%	-27%	2%	-2
CCc1ccc(NC(=O)CCC(=O)c2ccccc2)cc1	-5	0%	146%[activator]	.	-7%	7%	0
COc1ccc(NC(=O)c2ccc3snnc3c2)cc1	64*	3%	8%	190%[activator]	3%	0%	46*
COc1cc(O)cc(O)c1	.	.	?	-15%	-2%	.	.
Cc1ccc(OCC(=O)Nc2c3c(nn2C(C)(C)C)CS(=O)(=O)C3)cc1	-6	-3%	2%	5%	-6%	15%	-3
O=C(N/N=C/c1cccnc1)c1ccco1	66*	-9%	-1%	58%[activator]	0%	16%	26*
CCOC(=O)c1c(C)[nH]c(N=Nc2cccc(OC)c2)c1C	154*	-3%	256%[activator]	358%[activator]	0%	?	58*
CCOC(=O)C1CCN(S(=O)(=O)c2c(C)n(C)c(=O)n(C)c2=O)CC1	-3	-5%	-11%	2%	4%	11%	-2
NC(=O)c1nsc(C(=O)N(Cc2ccco2)C(C(=O)NCc2ccccc2)c2ccc(O)cc2)c1N (stereo unspecified)	-5	0%	5%	?	-1%	?	-4
Cc1ccc(N2CC(C(=O)Nc3ccc(S(=O)(=O)Nc4ncccn4)cc3)CC2=O)cc1C (stereo unspecified)	17	-6%	31%[activator]	13%	-1%	6%	-6
CN(C)CCN(Cc1ccc(Cl)cc1)c1ccccn1	-17	1%	?	?	1%	?	-5
CC(OC(=O)CC1CC2CCC1C2)C(=O)Nc1cccc(S(=O)(=O)N2CCOCC2)c1 (stereo unspecified)	.	.	?	?	3%	-1%	.
Cc1c(N(C(=O)c2ccccn2)C2(C(=O)NC3CCCC3)CCCCC2)c(=O)n(-c2ccccc2)n1C	-20	7%	?	?	-2%	17%	12
COCCN(C(=O)CSc1nnc2cc(C)c3ccccc3n12)c1c(N)n(Cc2ccccc2)c(=O)[nH]c1=O	-3	0%	-11%	?	-2%	-23%	-2
Cn1ccnc1SCC(=O)Nc1cc(F)ccc1F	10	-2%	70%[activator]	8%	-3%	6%	-1
Cc1cccc(NC(=O)CN2C(=O)COc3ccc(Cl)cc32)c1	9	2%	13%	?	2%	9%	5
CSc1cccc(NC(C)C(=O)NCc2ccccc2)c1 (stereo unspecified)	25	4%	-21%	0%	-4%	-3%	19
O=C(CSc1cccc2cccnc12)N1CCCC1	37*	-5%	8%[5.75 µM]	-2%	?	0.71µM*	42*
CC(=O)N1CC(C)Sc2ccc(S(=O)(=O)NC3CCCCC3C)cc21 (stereo unspecified)	-1	-6%	7%	-19%	3%	?	-3
O=C(c1ccccc1)N1N=C(c2ccccc2)CC1c1cccs1 (stereo unspecified)	-14	-5%	?	?	-6%	-21%	9
Cc1cc(C)cc(N(CC(=O)NCc2ccco2)C(=O)c2snc(C(N)=O)c2N)c1	36*	8%	4.7µM*	-17%	6%	?	33*
C/C(CCc1ccccc1)=N\NC(=O)c1ccc(CN2CCOCC2)cc1	-13	1%	2%	-1%	4%	8%	7
Cc1ccc(S(=O)(=O)N2CCC(C(=O)NN3CCCCC3)CC2)cc1	.	.	?	?	0%	13%	.
S=C(c1ccc(-c2ccccc2)cc1)N1CCOCC1	5	-1%	?	-29%	-10%	-4%	10
Cn1cccc1Cc1nnc(SCC(=O)NCc2ccccc2Cl)n1-c1ccc(F)cc1	17	-6%	?	.	1%	-20%	-3
COc1ccc(/C(O)=C2/C(=O)C(=O)N(c3ccccn3)C2c2ccc(OC)cc2)cc1 (stereo unspecified)	-5	-6%	0%	42%[activator]	-1%	18%	-3
COCCNC(=S)N(CCO)Cc1cc2cc3c(cc2[nH]c1=O)OCO3	-11	-4%	5%	-7%	2%	30%	-5
CCOc1ccc2c(c1)c1nnc(SCC3CCCO3)nc1n2C (stereo unspecified)	21	7%	65%[activator]	?	-6%	-25%	-2
COc1c(Cl)cc(-c2noc(C)c2C(=O)NCCc2ccc(C)cc2)cc1Cl	-4	2%	-17%	.	-4%	0%	-3
Cc1ccccc1NS(=O)(=O)c1cc2c(cc1C)NC(=O)CO2	2	0%	?	-6%	2%	0%	-2
Cc1ccc(S(=O)(=O)CC(=O)c2ccc(C)c([N+](=O)[O-])c2)cc1	8	1%	3%	0%	-6%	-6%	7
COc1ccc(C2Nc3ccccc3C(=O)N2NS(=O)(=O)c2ccccc2)c(OC)c1 (stereo unspecified)	-15	3%	?	5%	-1%	?	2
COc1cc(C(=O)N2CCC(NC(=O)C(Cc3ccc(C(C)C)cc3)NC(C)=O)CC2)cc(OC)c1OC (stereo unspecified)	-18	-4%	10%	?	-4%	23%	-7
N#CC(c1ccc(Cl)cc1)c1cccc(Cl)n1 (stereo unspecified)	5	-9%	-2%	?	0%	8%	1
CC(=O)NC12CC3CC(C1)CC(C(=O)OCC(=O)Nc1ncc(Cl)cc1Cl)(C3)C2	0	4%	12µM*	?	2%	-2%	-1
Cc1cc(C)c2cc(CN(Cc3cccnc3)C(=O)c3ccc(F)cc3)c(Cl)nc2c1	-13	0%	?	1.5µM*	3%	-18%	-2
Cc1nn(CC(=O)Nc2ccc(N(C)C)cc2)c(C)c1[N+](=O)[O-]	7	0%	-9%	3%	-14%	11%	-1
COc1ccccc1CNC(=O)C1CCC(=O)N(CCCN2CCCC2=O)C1 (stereo unspecified)	-6	0%	15%	13%	2%	21%	-3
COc1ccc(S(=O)(=O)NCc2ccco2)cc1C(=O)N1CCCCC1	3	3%	-17%	9%	1%	14%	-3
CC(=O)c1cccc(NS(=O)(=O)c2ccc(C(=O)Nc3ccccc3)cc2)c1	-22	-8%	34%[activator]	16%	2%	4.5µM*	2
